M. tuberculosis GlmU = inhibition of mycobacterial GlmU enzyme – biochemical, glucosamine-1-phosphate acetyltransferase (AID 1376); M. tuberculosis GlmU acetyltransferase enzyme assay; higher % means a stronger effect; inhibition, %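 (tested at 30 µM in the primary screen)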, or IC50 in µM where a hit was titrated; 0.25% of 220,000 active; Bifunctional protein GlmU (Mycobacterium tuberculosis (strain ATCC 25618 / H37Rv)); in the data active = inhibition above about 13%;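 note: 0% = complete reaction with vehicle and 100% = reaction without substrate; strong numbers were not always called active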
RmlCD inh 1536 = M. tuberculosis RmlC/RmlD coupled enzyme inhibitors, primary screen, biochemical, compound mixtures, 384-well, from 1536-well plates. RmlC+RmlD coupled enzyme assay, percent inhibition; primary screen in compound mixtures. 0.03% of 160,000 active. inhibition, % at 3.6 µM. dTDP-4-dehydrorhamnose reductase (Mycobacterium tuberculosis (strain ATCC 25618 / H37Rv)) …. AID 1533, 2009; in the data active = inhibition mostly above about 34%, no sharp cut-off; note: some results filed as inactive read as strong as hits
Target sequence (P9WH09 whole entry, looked up): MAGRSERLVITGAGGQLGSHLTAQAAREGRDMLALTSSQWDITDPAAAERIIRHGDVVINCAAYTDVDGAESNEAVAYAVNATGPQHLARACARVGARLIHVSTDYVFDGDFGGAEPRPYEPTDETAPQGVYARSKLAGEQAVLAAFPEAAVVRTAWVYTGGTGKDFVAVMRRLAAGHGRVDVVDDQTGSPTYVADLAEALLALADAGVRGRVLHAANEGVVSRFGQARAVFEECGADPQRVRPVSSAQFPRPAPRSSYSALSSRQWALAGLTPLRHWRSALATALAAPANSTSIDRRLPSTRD
Target sequence (P9WH11 whole entry, looked up): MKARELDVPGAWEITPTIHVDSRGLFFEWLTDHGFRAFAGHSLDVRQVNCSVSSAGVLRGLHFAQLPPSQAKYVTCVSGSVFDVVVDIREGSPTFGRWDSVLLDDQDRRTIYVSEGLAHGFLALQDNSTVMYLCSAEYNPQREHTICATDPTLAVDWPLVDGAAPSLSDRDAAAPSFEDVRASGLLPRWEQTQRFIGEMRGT
* hit, by the source's call; x = no result given. Some of the compounds tested; count on the stated rates, not on these rows.

Molecule	M. tuberculosis GlmU	RmlCD inh 1536
Cc1ccc(Cl)cc1N1CCN(S(=O)(=O)c2ccc3c(c2)OCCO3)CC1	1.4%	-4
Cc1cc(/C(N)=N/OC(=O)c2cccc(Cl)c2)no1	1.5%	-6
CCCNS(=O)(=O)c1cccn1-c1ncc(C(F)(F)F)cc1Cl	-0.4%	25
COc1ccc2nc(Nc3sc4c(c3C(N)=O)CCCC4)sc2c1	7.1%	-4
N#C/C(=C\c1ccc(OCc2ccc(C(=O)O)cc2)cc1)C(=O)N1CCOCC1	2.5%	-9
N#C/C(=C/c1cccc([N+](=O)[O-])c1)C(=O)Nc1ccccc1O	5.2%	-15
CCOc1cccc(-c2cc(C(=O)N3N=C(C)CC3(O)C(F)F)c3ccccc3n2)c1 (stereo unspecified)	-3.5%	-4
COc1cccc(C2CCCN2Cc2nc(-c3sccc3C)oc2C)c1 (stereo unspecified)	1.3%	x
Cc1cc(C)cc(C(=O)NC2C(=O)N3C(C(=O)O)=C(CSc4nnc(C)s4)CSC23)c1 (stereo unspecified)	0.9%	5
CC(C)(C)c1ccc(/C=C/C(=O)O)s1	-2.1%	-5
CCCc1nc(SCC(=O)N2CCN(c3ccccc3)CC2)c2c(=O)n(C)c(=O)n(C)c2n1	-1.2%	8
CN1C(=O)C(CC(=O)NCCc2ccccc2)N(NC(=O)c2ccc(Cl)cc2)C1=S (stereo unspecified)	-3.7%	16
CCC(=O)Nc1ncc2c(n1)CC(c1ccco1)CC2=O (stereo unspecified)	-0.4%	x
Cc1cc(=O)oc2cc(OC(=O)c3ccco3)ccc12	6.7%	x
COc1ccc(-c2noc(N3CCC(C(=O)N4CCN(c5ccccn5)CC4)CC3)n2)cc1	-0.2%	-3
Nc1ncncc1-c1ccc(Cl)cc1	1.7%	-2
CC(C)Oc1cccc(C(=O)NC(=S)N2CCN(c3ccc(C(F)(F)F)cc3[N+](=O)[O-])CC2)c1	4.4%	4
CC(C)CNC(=O)CC(=O)N/N=C/c1ccc(Br)cc1	3.1%	x
O=C1CC(NNC(=O)c2ccc(Br)cc2)C(=O)N1 (stereo unspecified)	1.9%	14
Cc1ccc2c(c1)C(N1CCCC1=O)CC(c1ccco1)N2 (stereo unspecified)	-0.1%	15
CCOC(=O)C1(CCc2ccccc2)CCN(C(=O)c2cnc(C)cn2)CC1	2.2%	-9
COc1ccc(C(CCN2CCOCC2)c2c(OC)cc(OC)c3c(C)cc(=O)oc23)cc1 (stereo unspecified)	-1.9%	x
O=C(NC1CCCCC1)N1CCCC(c2nc(-c3ccc(S(=O)(=O)N4CCCC4)cc3)no2)C1 (stereo unspecified)	1.3%	-9
S=C(NCCN1CCOCC1)Nc1ccc(Cl)c(Cl)c1	-2.7%	x
CCOC(=O)c1cnn(CC2CCCCC2)c1N	0.0%	12
O=C(CSc1ccc(-c2ccccn2)nn1)NC1CCCCC1	-1.1%	-7
CC(C)OCCCn1c(=S)[nH]c2cc3c(cc2c1=O)OCO3	2.3%	-3
O=C(CC12CC3CC(CC(C3)C1)C2)N/N=C/c1ccncc1	-2.4%	3
Cc1ccc(NC(=O)c2c(C)noc2C)cc1	-2.8%	x
CCOC(=O)c1ccc(NC(=S)NCCCn2ccnc2)cc1	0.0%	-8
CC(=O)n1cc([C@H]2C=C(C(=O)O)O[C@@H](OCCCCO)C2)c2ccccc21	0.8%	x
O=C(O)c1ccc2c(c1)C(=O)N(c1ccccc1-c1ccccc1)C2=O	1.3%	-5
O=C(NC(NNc1ccc([N+](=O)[O-])cc1)(C(F)(F)F)C(F)(F)F)c1ccc(F)cc1	-0.9%	-6
CNC(=O)C(=O)Nc1c(O)c2ccccc2[nH]c1=O	3.2%	-2
CC1(C)C2CC=C(/C=N/NC(=O)c3ccccc3Br)C1C2 (stereo unspecified)	-1.5%	-11
Cc1ccccc1NC(=O)CSCCN1C(=O)c2ccccc2C1=O	-0.4%	7
CCOC(=O)CSc1ccc2nnc(-c3cccs3)n2n1	0.7%	9
COc1ccc(/C=N\NC(=O)COc2ccccc2)c(C(=O)O)c1OC	-1.0%	19
CCn1ncc(Cl)c1C(=O)NC(C)c1ccccc1 (stereo unspecified)	4.1%	x
COc1ccc2nc(N/C(N)=N/C(=S)Nc3cccc(C)c3)nc(C)c2c1	-6.7%	5
Cc1ccc(C(OCC(O)CNC(C)c2ccccc2)c2ccccc2)cc1 (stereo unspecified)	2.4%	-4
COC(=O)C1C(=O)C2=C(CC1C)NC(=O)CC2c1ccc(O)c(OC)c1 (stereo unspecified)	-3.2%	90
CN1CCCC(OC(=O)COc2ccccc2)C1 (stereo unspecified)	4.8%	x
Cc1cc2nc(SCCN3CCOCC3)[nH]c2cc1C	1.9%	x
C=CCSc1nnc(NC(=O)Cn2cnc3c2c(=O)n(C)c(=O)n3C)s1	-7.3%	-1
CCOC(=O)CC(=O)CSc1n[nH]c(=O)[nH]c1=O	2.0%	8
O=C(CCN1CCOCC1)NCC1COc2ccccc2O1 (stereo unspecified)	4.8%	6
O=C(/C(Cl)=C/Nc1ccc(Br)cn1)C(F)(F)F	8.3%	9
CCCC(=O)Nc1c(C)nn(C(=O)CCC)c1C	9.5%	29
CCN(CC)S(=O)(=O)c1cc(C(=O)OCC(=O)c2ccc3c(c2)NC(=O)CO3)ccc1Cl	2.4%	8
CCOC(=O)CSc1cc(C)nc(NC(C)=O)n1	0.4%	-8
CCOC(=O)C1(CCCc2ccccc2)CCN(C(=O)[C@@H]2C[C@@H](C)NC(=S)N2)CC1	0.4%	x
COc1ccc(CNC(=O)[C@H](C)NC(=O)C2CCN(S(=O)(=O)c3ccc(C)cc3)CC2)cc1	11%	7
O=C(Cc1cccs1)Nc1cccnc1	8.4%	12
COc1cccc(N2CCN(C(=S)Nc3cccc(C)c3)CC2)c1	1.2%	3
Cc1cccc(-c2nsc(SCC(=O)Nc3ccc4c(c3)OCO4)n2)c1	-0.9%	11
COc1cccc(/C=C/C(=O)OC(C)C(=O)Nc2c(C)n(C)n(-c3ccccc3)c2=O)c1 (stereo unspecified)	-1.8%	x
COc1ccccc1CCNC1C2CC3CC(C2)CC1C3 (stereo unspecified)	-5.0%	-7
COCCCn1c(=O)/c(=C\c2ccc(OC(F)F)c(OC)c2)s/c1=C(/C#N)C(N)=O	4.8%	x
CCOC(=O)N1CCC(n2c(=S)[nH]c3cc(OC)c(OC)cc3c2=O)CC1	0.3%	-6

Seven successive entries from above, for reference:
Molecule	M. tuberculosis GlmU	RmlCD inh 1536
CC(=O)n1cc([C@H]2C=C(C(=O)O)O[C@@H](OCCCCO)C2)c2ccccc21	0.8%	x
O=C(O)c1ccc2c(c1)C(=O)N(c1ccccc1-c1ccccc1)C2=O	1.3%	-5
O=C(NC(NNc1ccc([N+](=O)[O-])cc1)(C(F)(F)F)C(F)(F)F)c1ccc(F)cc1	-0.9%	-6
CNC(=O)C(=O)Nc1c(O)c2ccccc2[nH]c1=O	3.2%	-2
CC1(C)C2CC=C(/C=N/NC(=O)c3ccccc3Br)C1C2 (stereo unspecified)	-1.5%	-11
Cc1ccccc1NC(=O)CSCCN1C(=O)c2ccccc2C1=O	-0.4%	7
CCOC(=O)CSc1ccc2nnc(-c3cccs3)n2n1	0.7%	9

Single records, from the list above. Screens in order: M. tuberculosis GlmU, RmlCD inh 1536
`Cc1ccccc1NC(=O)CSCCN1C(=O)c2ccccc2C1=O` reads -0.4%, 7
`CC(=O)n1cc([C@H]2C=C(C(=O)O)O[C@@H](OCCCCO)C2)c2ccccc21` reads 0.8%, x

(next part)
Molecule	M. tuberculosis GlmU	RmlCD inh 1536
N/C(CSc1ncccc1C(F)(F)F)=N\O	3.3%	-12
O=C(O)CCC(=O)Nc1ccc(Br)cc1C(=O)c1ccc(Cl)cc1	-0.6%	4
O=C(CN1CCN(Cc2ccccc2)CC1)c1ccc(Br)cc1	x	-18
Cc1cc(C(=O)CSc2nnc(-c3ccncc3)n2-c2ccccc2)c(C)n1C	2.6%	-6
CCOC(=O)c1[nH]c2ccccc2c1NC(=O)Nc1ccc(OC)cc1	-12%	0
N#Cc1nc(Cc2cccc3ccccc23)oc1N1CCOCC1	6.6%	-2
CCCCNC(=O)COc1ccccc1[N+](=O)[O-]	-2.7%	7
COC(=O)C(C)(C)ONC(=O)Nc1ccccc1Br	-2.1%	x
CC(=O)c1cccc(NC(=S)NC(=O)c2ccccc2Br)c1	2.5%	1
CCCOC(=O)c1ccc(NC(=O)COC)cc1	-2.0%	x
CC(C)CNC(=O)COC(=O)c1n[nH]c2ccccc12	8.6%	-9
COC(=O)c1ccccc1OCC(=O)N1CCN(c2ccc(Cl)cc2)CC1	0.2%	4
CCCCNS(=O)(=O)c1ccc2nc(SCC(=O)Nc3cc(C)cc(C)c3)[nH]c2c1	0.3%	-5
Cc1cc(C)cc(SCc2noc(C(=O)NCCCN3CCOCC3)c2C(=O)NCCCN2CCOCC2)c1	6.8%	x
COC(=O)c1ccsc1NC(=O)c1ccccc1	-3.0%	4
O=C(NCCCNCc1ccccc1)/C(=N\O)c1ccccc1	4.3%	x
O=C(NCCc1ccccc1F)C1CCCN1S(=O)(=O)c1ccc2ccccc2c1 (stereo unspecified)	2.2%	x
COC(=O)C1=C(C)Nc2nnnn2C1c1cccnc1 (stereo unspecified)	0.8%	-10
CC1=NN(c2ccccc2)C(=O)/C1=C/c1c(O)n(-c2ccc(F)c(Cl)c2)[nH]c1=O	14%*	16
COc1ccc2oc(=O)c(C(=O)N3CCCc4ccccc43)cc2c1	1.6%	x
O=C(NCCCn1ccnc1)C(Cc1ccccc1)N1C(=O)c2ccccc2C1=O (stereo unspecified)	-0.1%	3
CNc1nc(-c2ccc3c(c2)CCN3C(=O)c2ccccc2F)c(C)s1	-0.8%	11
O=S(=O)(NCc1ccccc1F)NCc1ccccc1F	x	-13
c1ccc(-n2c(SCc3ccncc3)nnc2-c2ccco2)cc1	-2.5%	x
Cc1ccccc1OCc1nnc(SCC(=O)Nc2ccc(N3CCOCC3)c(Cl)c2)n1C	-0.7%	6
O=c1[nH]c(=O)n(Cc2ccccc2)c2c1C(C(F)(F)F)(C(F)(F)F)N=C(c1ccco1)N2	3.5%	9
N#CCSc1nnc(COc2ccccc2)n1-c1ccccc1	3.7%	-9
Cc1cccc(C)c1OCc1nnc(SCC(=O)NCc2ccccc2)o1	-2.9%	-7
CCOC(=O)N1CCC(NC(=O)c2cccc3c2C(=O)N(Cc2cccnc2)C3)CC1	0.0%	15
CC(C(=O)NN=C(c1ccccc1)c1ccccc1)N1CCCC1 (stereo unspecified)	-6.1%	43
COc1ccccc1N(C)S(=O)(=O)c1ccc(C(=O)OCC(=O)Nc2ccccc2F)cc1	-5.7%	4
CCN1CCN(C(=S)c2ccc(Cl)cc2)CC1	2.3%	x
Cc1ccc(-c2cc(C(=O)NN3CCOCC3)c3cc(Br)ccc3n2)o1	3.8%	-3
CSc1ncc(CN2CCN(C(C)C)C(CCO)C2)cn1 (stereo unspecified)	0.9%	2
COc1ccccc1-c1cc(SC)c(C#N)c(=O)o1	8.1%	2
COc1ccc(CN2CCN(C(=O)C3CC(=O)N(C4CCCCCC4)C3)CC2)c(OC)c1OC (stereo unspecified)	-5.9%	x
Cc1ccc(CCCOC(=O)CN2CCCCC2)cc1	1.9%	12
COc1ccc(C(=O)NNC(=O)CCn2nnc(-c3ccc(Cl)cc3)n2)cc1OC	7.7%	7
COc1ccc(-c2nc3nc(C)cc(=O)n3[nH]2)cc1	5.2%	9
Cc1ccc2oc3nc(C)c(C(=O)Nc4cccc(C(F)(F)F)c4)cc3c(=O)c2c1	8.2%	10
Cc1nn(C)cc1CNC(=O)Nc1cccc(Cl)c1	-2.6%	-20
Cc1cccc(-n2nnnc2SCC(=O)c2cc(C)n(Cc3ccco3)c2C)c1	4.1%	8
Cc1ccc(NC(=O)CSc2nc3[nH]ncc3c(=O)[nH]2)cc1	-1.9%	x
Cc1ccc(/C=N/n2c(-c3cccc(Cl)c3)n[nH]c2=S)o1	-1.5%	x
CCN(CC)CCCNC(=O)c1ccccc1C	-1.3%	x
CCOC(=O)c1c(NC(=O)CN2CCOCC2)sc2c1CCCC2	1.5%	x
C/C(=C\c1ccccc1)C1NC(=O)c2c(sc3c2CCCC3)N1 (stereo unspecified)	-0.9%	x
CCOC(=O)Cc1csc(NC(=O)CSc2nnc(-c3ccncc3)o2)n1	1.3%	8
Cc1cc2c(OCC(O)CN3CCCCC3)cccc2[nH]1 (stereo unspecified)	-1.3%	6
O=C(NCCN1CCOCC1)c1ccc(N2CCCC2)c([N+](=O)[O-])c1	3.1%	-17
COc1ccc(CCN2C(=S)N(C)C(=O)C2CC(=O)Nc2ccc(OC)cc2)cc1 (stereo unspecified)	4.3%	5
CC(Sc1ccsc1[N+](=O)[O-])C(=O)NCc1ccco1 (stereo unspecified)	-1.6%	5
O=c1c2ccccc2nc(-c2ccc(-c3ccccc3)cc2)n1-c1ccncc1	0.8%	9
CCOCCCNC(=O)C(c1ccccc1)N(Cc1cccs1)C(=O)c1ccccc1O (stereo unspecified)	3.6%	x
CC(C)(C)C(=O)Nc1cccc(C(=O)c2cccc(NC(=O)C(C)(C)C)c2)c1	-5.1%	x
